Screens (PubChem)
MEKK2wt PB1 HTS – raises or lowers MEK5 binding to wildtype human MEKK2 PB1 domain; 290,000 compounds, 1.1% hits; bead flow cytometry, Alexa488-MEK5 binding to MEKK2 WT; actives lie on both sides; Q9Y2U5; binding response (% of control), % at 10 µM; in the data active = binding response below about 67% or above about 130%
PfM18AAP inh – PfM18AAP enzyme inhibition; 290,000 compounds, 1.2% hits; recombinant PfM18AAP, H-Glu-NHMec fluorogenic cleavage; inhibition, % at 7.35 µM;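 active = inhibition above the campaign mean inhibition over all tested compounds plus 3 SD, cut at about 28% in these data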;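 note: 0% = plate median of test compound wells and 100% = 2 mM ZnCl2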
GalR3 antagonist – blocks the human galanin receptor 3; 360,000 compounds, 0.44% hits; inhibition, % at 3 µM; AID 651719; HEK293 GalR3-CNG cAMP membrane potential fluorescence; galR3 body fused to GalR1 C-terminus;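 active = inhibition above the screen-wide average plus 3 SD, cut at about 13% in these data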;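 note: forskolin and galanin both at EC90 stimulate the cells; cAMP rise reported by CNG channel membrane potential dye signal; 0% = forskolin plus galanin with DMSO and 100% = forskolin alone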
Target sequence (O60755 1-299 limits assumed): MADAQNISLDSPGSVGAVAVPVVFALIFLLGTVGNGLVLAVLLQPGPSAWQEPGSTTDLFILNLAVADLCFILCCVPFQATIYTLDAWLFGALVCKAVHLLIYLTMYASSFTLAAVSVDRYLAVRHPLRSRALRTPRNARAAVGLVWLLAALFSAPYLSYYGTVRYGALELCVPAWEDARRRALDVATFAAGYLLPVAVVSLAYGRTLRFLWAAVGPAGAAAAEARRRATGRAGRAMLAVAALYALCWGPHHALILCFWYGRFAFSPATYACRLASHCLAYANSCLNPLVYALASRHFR
OXTR potentiator – potentiators of human oxytocin receptor. 320,000 compounds, 0.061% hits. CHO-OTR cells, Fluo-8 calcium fluorescence, potentiator mode; 0% = oxytocin EC15, 100% = EC100. activation, % at 3 µM;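 active = activation above that plate's cutoff, the mean activation of tested compounds plus 3 SD, cut at about 6.6% in these data, passing the limit was not always enough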;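 note: 100% uses oxytocin at 75 nM as the full agonist control; some results filed as inactive read as strong as hits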
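assay system = CHO-OTR cells, human receptor | schedule = compound 6 min at room temperature before oxytocin, 100 s read | detection = Fluo-8 intracellular calcium fluorescence, ex 470-495, em 515-575 nm | evaluation = normalized max/min fluorescence ratio, % activation | control set = EC15 oxytocin alone as 0%, 75 nM oxytocin (EC100) as 100%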
GPR7 antagonist – antagonists of human GPR7 (neuropeptides B/W receptor 1); 290,000 compounds, 1.1% hits; inhibition, % at 4.4 µM; AID 1861; P48145; GPR7-expressing cells, fluorescence antagonist assay; in the data active = inhibition above about 16%, passing the limit was not always enough;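 note: cells stimulated with the agonist NPW; 0% = agonist with vehicle and 100% = vehicle without agonist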
Target sequence (P48145 whole entry, looked up): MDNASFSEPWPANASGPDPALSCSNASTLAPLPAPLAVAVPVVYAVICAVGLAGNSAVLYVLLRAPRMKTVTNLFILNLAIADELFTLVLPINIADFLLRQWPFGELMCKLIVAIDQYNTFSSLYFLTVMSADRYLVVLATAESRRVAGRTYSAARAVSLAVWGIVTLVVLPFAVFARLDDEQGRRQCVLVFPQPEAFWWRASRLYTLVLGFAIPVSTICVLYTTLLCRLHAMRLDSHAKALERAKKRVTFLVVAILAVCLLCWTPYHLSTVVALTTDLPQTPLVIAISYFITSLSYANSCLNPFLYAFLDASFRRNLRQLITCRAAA
NALP1 inh – blocks the NALP1 inflammasome reconstituted in yeast. S. cerevisiae NALP1/ASC/caspase-1 growth, X-gal OD620, 72 h. inhibition, % at 10 µM. 280,000 compounds, 0.61% hits; in the data active = inhibition mostly above about 24%, no sharp cut-off; inactive = mostly below about 32%; note: some compounds called inactive have numbers as strong as hits
V1aR counter – V1a receptor agonism, counter-screen for OXTR agonists. P37288. CHO-V1R cells, Fluo-8 calcium fluorescence, agonist mode; 0% DMSO, 100% 3 nM vasopressin. activation, % at 3 µM. 320,000 compounds, 0.25% hits. AID 2797;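 active = activation above the mean activation of all tested compounds plus 3 SD, per screening run, cut at about 20% in these data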;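 note: signal is peak over basal fluorescence ratio across a 100 second FLIPR read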
Target sequence (P37288 whole entry, looked up): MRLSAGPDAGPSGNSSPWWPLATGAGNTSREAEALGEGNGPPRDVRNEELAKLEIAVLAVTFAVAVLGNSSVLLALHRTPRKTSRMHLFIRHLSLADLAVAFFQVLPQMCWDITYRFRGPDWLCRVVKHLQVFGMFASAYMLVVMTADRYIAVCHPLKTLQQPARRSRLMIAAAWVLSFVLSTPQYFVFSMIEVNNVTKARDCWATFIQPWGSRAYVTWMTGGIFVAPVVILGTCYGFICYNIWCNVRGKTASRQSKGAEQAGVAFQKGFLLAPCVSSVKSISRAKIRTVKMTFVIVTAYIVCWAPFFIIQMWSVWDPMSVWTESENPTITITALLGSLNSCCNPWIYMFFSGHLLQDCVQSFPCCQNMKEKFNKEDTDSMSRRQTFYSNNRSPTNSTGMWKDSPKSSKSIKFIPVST
MEKK2mut PB1 HTS – signal of MEK5 binding to mutant human MEKK2 PB1 domain. percent response, % at 10 µM. 290,000 compounds, 0.35% hits. AID 1530. bead flow cytometry, Alexa488-MEK5 binding to MEKK2 mutant; in the data active = percent response above about 24%, passing the limit was not always enough; note: inactives centre near 1; some results filed as inactive read as strong as hits
OXTR agonist – agonists of human oxytocin receptor; activation, % at 3 µM; CHO-OTR cells, Fluo-8 calcium fluorescence; normalized: DMSO 0%, oxytocin 100%; 320,000 compounds, 0.32% hits; P30559;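 active = activation above the mean of all tested compounds plus 3 SD, cutoff set per screening run, cut at about 20% in these data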;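 note: peak over basal fluorescence ratio from a 100 s FLIPR kinetic read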
An asterisk follows results filed as active.

C=CCn1c(=O)c(C(=O)NCCNCC)c(O)c2ccccc21 was read as MEKK2wt PB1 HTS 100, PfM18AAP inh 3, GalR3 antagonist -3, OXTR potentiator 3, GPR7 antagonist -5, NALP1 inh 4, V1aR counter 0.1, MEKK2mut PB1 HTS 1 and OXTR agonist 1.9.
For Cc1ccc(S(=O)(=O)Nc2cc(=O)[nH]c(SCC(=O)Nc3cccc(C(F)(F)F)c3)n2)cc1 the results were MEKK2wt PB1 HTS 97, PfM18AAP inh -3, GalR3 antagonist -4, GPR7 antagonist -14, NALP1 inh 11 and MEKK2mut PB1 HTS -6.
`O=C(c1cc2cc(Cl)ccc2[nH]1)N1CCN(Cc2ccc3c(c2)OCO3)CC1` gave MEKK2wt PB1 HTS 100, PfM18AAP inh 6, GalR3 antagonist -8, OXTR potentiator -11, GPR7 antagonist 19, NALP1 inh 16, V1aR counter 2.5, MEKK2mut PB1 HTS -1 and OXTR agonist 3.5.
For CCSc1nnc(NC(=O)CSc2nc3c(c(=O)n2-c2ccccc2)SCC3)s1 the results were MEKK2wt PB1 HTS 110, PfM18AAP inh -1, GalR3 antagonist -4, OXTR potentiator -4, GPR7 antagonist -7, NALP1 inh -22, V1aR counter -0.2, MEKK2mut PB1 HTS 8 and OXTR agonist 0.3.
`c1ccc2[nH]c(-c3cnco3)cc2c1` gave MEKK2wt PB1 HTS 106, PfM18AAP inh 10, GalR3 antagonist -3, OXTR potentiator -2, GPR7 antagonist -2, NALP1 inh 2, V1aR counter 0.5, MEKK2mut PB1 HTS 2 and OXTR agonist 0.8.
For COc1ccc(Cl)cc1NC(=O)CN(C)C(=O)c1ccc(COc2ccccc2)cc1 the results were GalR3 antagonist -4, OXTR potentiator -4, V1aR counter 1.8 and OXTR agonist 2.0.
Screening O=C(CSc1ncccn1)N/N=C/c1cccs1 returned MEKK2wt PB1 HTS 112, PfM18AAP inh 2, GalR3 antagonist -2, OXTR potentiator 4, GPR7 antagonist -5, NALP1 inh -3, V1aR counter 1.3, MEKK2mut PB1 HTS 10 and OXTR agonist 2.0.
CC1=C(CCN2CCN(C3CCCC3)C(CCO)C2)C(C)(C)CCC1 (stereo not drawn) was read as MEKK2wt PB1 HTS 115, PfM18AAP inh -6, GalR3 antagonist -8, OXTR potentiator -5, GPR7 antagonist 10, NALP1 inh -3, V1aR counter 5.3, MEKK2mut PB1 HTS 10 and OXTR agonist 1.7.
Screening Cc1ccc(N=Nc2c(=O)[nH]n3c(C)cc(C)nc23)cc1 returned PfM18AAP inh 2, GalR3 antagonist -5, OXTR potentiator -6, GPR7 antagonist -6, NALP1 inh -13, V1aR counter -0.5 and OXTR agonist -1.3.
COc1cc(-c2nnc(COC(=O)CSc3cc(C)c4ccccc4n3)o2)cc(OC)c1OC was read as MEKK2wt PB1 HTS 101, PfM18AAP inh -4, GalR3 antagonist -3, OXTR potentiator -13, GPR7 antagonist -5, NALP1 inh 14, V1aR counter -0.1, MEKK2mut PB1 HTS 0 and OXTR agonist -1.5.
`O=C(Nc1cccc(NC(=O)c2cccc([N+](=O)[O-])c2)n1)c1cccc([N+](=O)[O-])c1` gave MEKK2wt PB1 HTS 100, PfM18AAP inh 3, GalR3 antagonist -9, OXTR potentiator -5, GPR7 antagonist 7, NALP1 inh 12, V1aR counter 0.0, MEKK2mut PB1 HTS -1 and OXTR agonist -0.3.
For Cc1ccc(S(=O)(=O)N2CCN(C(=O)CSc3nnc(-c4ccco4)o3)CC2)cc1 the results were MEKK2wt PB1 HTS 113, PfM18AAP inh 4, GalR3 antagonist -1, OXTR potentiator -17, GPR7 antagonist -3, NALP1 inh 13, V1aR counter 0.8, MEKK2mut PB1 HTS 5 and OXTR agonist 0.2.
`COc1ccc(N2CCN(C(=O)CCNS(=O)(=O)c3ccc(C)cc3)CC2)cc1` gave MEKK2wt PB1 HTS 107, PfM18AAP inh -1, GalR3 antagonist 2, OXTR potentiator -4, GPR7 antagonist -9, NALP1 inh -9, V1aR counter 0.5, MEKK2mut PB1 HTS 3 and OXTR agonist 0.6.
NS(=O)(=O)c1ccc(CNC(=O)c2ccc(Br)o2)cc1 was read as MEKK2wt PB1 HTS 102, PfM18AAP inh 2, GalR3 antagonist -3, OXTR potentiator -4, GPR7 antagonist 2, NALP1 inh 12, V1aR counter 0.5, MEKK2mut PB1 HTS 5 and OXTR agonist 0.9.
`COc1ccccc1-c1nc(C#N)c(N2CC(C)CC(C)C2)o1` (stereo not drawn) gave MEKK2wt PB1 HTS 100, PfM18AAP inh 2, GalR3 antagonist 4, OXTR potentiator -4, GPR7 antagonist -11, NALP1 inh 2, V1aR counter -0.5, MEKK2mut PB1 HTS 3 and OXTR agonist -1.9.
`O=C(CCN1C(=O)S/C(=C\c2cccs2)C1=O)Nc1nccs1` gave MEKK2wt PB1 HTS 93, PfM18AAP inh 5, GalR3 antagonist -8, OXTR potentiator 2, GPR7 antagonist -14, NALP1 inh -4, V1aR counter 1.2, MEKK2mut PB1 HTS -7 and OXTR agonist 2.7.
Screening COc1ccc(S(=O)(=O)N2CCCCC2)cc1N(C)S(=O)(=O)c1ccccc1 returned MEKK2wt PB1 HTS 99, PfM18AAP inh -4, GalR3 antagonist -4, OXTR potentiator -9, GPR7 antagonist 9, NALP1 inh 24, V1aR counter 2.3, MEKK2mut PB1 HTS -3 and OXTR agonist 0.2.
`Cn1c(SCC(=O)N2CCc3ccccc32)nc2cccnc21` gave MEKK2wt PB1 HTS 106, PfM18AAP inh -1, GalR3 antagonist -4, OXTR potentiator 2, GPR7 antagonist -5, NALP1 inh 16, V1aR counter 2.8, MEKK2mut PB1 HTS 9 and OXTR agonist 3.5.
COc1cc(C(=O)Nc2nc3ccccc3s2)ccc1OCc1c(C)noc1C was read as MEKK2wt PB1 HTS 113, PfM18AAP inh 4, GalR3 antagonist -6, OXTR potentiator -11, GPR7 antagonist 4, NALP1 inh -6, V1aR counter 0.9, MEKK2mut PB1 HTS 5 and OXTR agonist 0.2.
For COc1ccccc1NC(=O)NC1(C(=O)N2CCC(O)CC2)CCCCC1 the results were MEKK2wt PB1 HTS 101, PfM18AAP inh 2, GalR3 antagonist -1, OXTR potentiator -8, GPR7 antagonist -10, NALP1 inh 2, V1aR counter 1.5, MEKK2mut PB1 HTS 3 and OXTR agonist -1.1.
`CC(=O)N(CC(=O)O)c1ccccc1` gave MEKK2wt PB1 HTS 87, PfM18AAP inh -4, GalR3 antagonist -6, OXTR potentiator -11, GPR7 antagonist -5, NALP1 inh 27, V1aR counter 0.1, MEKK2mut PB1 HTS -5 and OXTR agonist -0.7.
For COc1ccc(-n2ncc3c(N4CCC(C)CC4)ncnc32)cc1 the results were MEKK2wt PB1 HTS 92, PfM18AAP inh 0, GalR3 antagonist 5, OXTR potentiator -5, GPR7 antagonist -1, NALP1 inh 18, V1aR counter -0.6, MEKK2mut PB1 HTS -4 and OXTR agonist -0.4.
COCc1[nH][nH]c(=O)c1C=Nc1ccc(Cl)cc1 was read as MEKK2wt PB1 HTS 96, PfM18AAP inh 7, GalR3 antagonist -2, OXTR potentiator -9, GPR7 antagonist -5, NALP1 inh 15, V1aR counter -0.5, MEKK2mut PB1 HTS 1 and OXTR agonist -1.4.
CCC1Sc2ccccc2N(CC(=O)NC2CCCCC2)C1=O (stereo not drawn) was read as MEKK2wt PB1 HTS 98, PfM18AAP inh -7, GalR3 antagonist -4, OXTR potentiator -6, GPR7 antagonist -10, NALP1 inh -9, V1aR counter -0.3, MEKK2mut PB1 HTS 0 and OXTR agonist -2.0.
Cc1ccc2nc(-c3sc4nc(C)cc(C)c4c3N)[nH]c2c1 was read as MEKK2wt PB1 HTS 94, PfM18AAP inh 1, GalR3 antagonist 1, OXTR potentiator -5, GPR7 antagonist 0, NALP1 inh -6, V1aR counter -0.8, MEKK2mut PB1 HTS 4 and OXTR agonist -1.2.
CC(C)OP(=O)(c1ccc(N(C)C)cc1)C(O)c1ccccc1 (stereo not drawn) was read as MEKK2wt PB1 HTS 98, PfM18AAP inh -7, GalR3 antagonist -3, OXTR potentiator 2, GPR7 antagonist -6, NALP1 inh 19, V1aR counter -0.7, MEKK2mut PB1 HTS 2 and OXTR agonist 0.6.
`COc1ccc(OC)c(Nc2nc(N)nc(-c3cc4ccccc4o3)n2)c1` gave MEKK2wt PB1 HTS 82, PfM18AAP inh -2, GalR3 antagonist 0, OXTR potentiator -17, GPR7 antagonist -3, NALP1 inh 10, V1aR counter 0.4, MEKK2mut PB1 HTS -13 and OXTR agonist 0.6.
COc1ccc(NC(=S)N2CCc3cc(OC)c(OC)cc3C2)cc1 was read as MEKK2wt PB1 HTS 93, PfM18AAP inh -4, GalR3 antagonist -6, OXTR potentiator -12, GPR7 antagonist 3, NALP1 inh -10, V1aR counter 2.2, MEKK2mut PB1 HTS -21 and OXTR agonist 1.5.
Screening COc1ccc(-n2c(C)cc(C=O)c2C)cc1Cl returned MEKK2wt PB1 HTS 93, PfM18AAP inh 4, GalR3 antagonist -3, OXTR potentiator -12, GPR7 antagonist -2, NALP1 inh 14, V1aR counter -0.4, MEKK2mut PB1 HTS -2 and OXTR agonist -0.9.
CCOC(=O)N1CCN(C(=O)c2ccc3c(=O)n(CCc4ccccc4)c(=S)[nH]c3c2)CC1 was read as MEKK2wt PB1 HTS 104, PfM18AAP inh 6, GalR3 antagonist -7, OXTR potentiator 1, GPR7 antagonist -3, NALP1 inh 5, V1aR counter -0.1, MEKK2mut PB1 HTS 5 and OXTR agonist 1.2.
COc1ccc(/C=N/N(C)C2=NS(=O)(=O)c3ccccc32)cc1OC was read as MEKK2wt PB1 HTS 101, PfM18AAP inh -5, GalR3 antagonist -9, OXTR potentiator -9, GPR7 antagonist 6, NALP1 inh 18, V1aR counter 0.3, MEKK2mut PB1 HTS 0 and OXTR agonist -2.3.
Screening Cc1c(Cl)ccc2sc(NC(=O)c3ccco3)nc12 returned MEKK2wt PB1 HTS 93, PfM18AAP inh 4, OXTR potentiator -7, GPR7 antagonist 1, NALP1 inh 6, V1aR counter 1.7, MEKK2mut PB1 HTS -4 and OXTR agonist 0.4.
For CCOC(=O)C(Sc1nnc2c3ccccc3n(CC)c2n1)C(=O)OCC the results were MEKK2wt PB1 HTS 95, PfM18AAP inh 5, GalR3 antagonist 0, OXTR potentiator -7, GPR7 antagonist -21, NALP1 inh -8, V1aR counter 0.4, MEKK2mut PB1 HTS 0 and OXTR agonist 0.3.
CCOc1ccc(/C=C2\C(=O)c3ccccc3OC2c2ccccc2)cc1 (stereo not drawn) was read as MEKK2wt PB1 HTS 106, PfM18AAP inh 0, GalR3 antagonist 1, OXTR potentiator -2, GPR7 antagonist -5, NALP1 inh 28*, V1aR counter 1.4, MEKK2mut PB1 HTS 2 and OXTR agonist -0.8.
Cc1ccccc1NC(=O)c1cnc(Nc2nc3ccccc3s2)nc1C was read as MEKK2wt PB1 HTS 73, PfM18AAP inh 7, GPR7 antagonist -6, NALP1 inh 5 and MEKK2mut PB1 HTS -10.
Screening COc1ccc(Cl)cc1NC(=O)NCCN1CCNC1=O returned MEKK2wt PB1 HTS 102, PfM18AAP inh -1, GalR3 antagonist -5, OXTR potentiator -2, GPR7 antagonist -3, NALP1 inh -2, V1aR counter 5.3, MEKK2mut PB1 HTS 7 and OXTR agonist 0.0.
